Source: PubChem
CHT inh: human CHT choline transport inhibition; Q9GZV3; CHT-expressing cells, membrane potential dye, choline response; stronger effect = lower value; B-score at 10 µM; 310,000 tested, 0.86% active;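 active = B-score over 3 SD under the library average, and starting fluorescence ratio not unusually high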;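 note: choline stimulus applied at its EC90 after an EC20 pre-addition; B-score computed on integrated fluorescence ratio after choline addition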
Target sequence (Q9GZV3 whole entry, looked up): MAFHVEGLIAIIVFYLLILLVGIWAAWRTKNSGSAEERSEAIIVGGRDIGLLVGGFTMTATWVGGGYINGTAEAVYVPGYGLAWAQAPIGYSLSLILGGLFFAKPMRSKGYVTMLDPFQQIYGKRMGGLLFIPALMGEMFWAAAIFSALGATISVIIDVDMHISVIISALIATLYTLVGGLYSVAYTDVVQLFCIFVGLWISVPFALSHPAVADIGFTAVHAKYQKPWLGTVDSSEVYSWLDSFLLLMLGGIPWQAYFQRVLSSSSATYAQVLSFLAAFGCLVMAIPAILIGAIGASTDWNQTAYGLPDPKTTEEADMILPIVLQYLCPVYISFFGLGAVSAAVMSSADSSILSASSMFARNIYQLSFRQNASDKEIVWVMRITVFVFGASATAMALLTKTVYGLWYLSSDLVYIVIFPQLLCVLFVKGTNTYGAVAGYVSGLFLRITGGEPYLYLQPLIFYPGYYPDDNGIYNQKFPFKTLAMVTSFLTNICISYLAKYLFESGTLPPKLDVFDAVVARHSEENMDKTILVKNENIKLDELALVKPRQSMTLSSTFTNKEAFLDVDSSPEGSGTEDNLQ
CHT allo act: allosteric activators of human choline transporter CHT. Q9GZV3. CHT-expressing cells, membrane potential dye, choline EC20; stronger effect = higher value; LV-AA mutant CHT in HEK293 cells. B-score at 10 µM. 310,000 tested, 0.49% active. AID 488977;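 active = initial fluorescence not abnormally high and integrated response B-score, plate-corrected, over 3 SD above library mean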
STK33 inh: blocks human STK33 kinase activity. Q9BYT3. purified STK33, MBP phosphorylation, ADP-Glo luminescence. inhibition, % at 10 µM. 320,000 tested, 0.073% active. AID 2661;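 active = inhibition at or above 25%, using the most active replicate where run in duplicate; inactive = inhibition below 25%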
Target sequence (Q9BYT3 whole entry, looked up): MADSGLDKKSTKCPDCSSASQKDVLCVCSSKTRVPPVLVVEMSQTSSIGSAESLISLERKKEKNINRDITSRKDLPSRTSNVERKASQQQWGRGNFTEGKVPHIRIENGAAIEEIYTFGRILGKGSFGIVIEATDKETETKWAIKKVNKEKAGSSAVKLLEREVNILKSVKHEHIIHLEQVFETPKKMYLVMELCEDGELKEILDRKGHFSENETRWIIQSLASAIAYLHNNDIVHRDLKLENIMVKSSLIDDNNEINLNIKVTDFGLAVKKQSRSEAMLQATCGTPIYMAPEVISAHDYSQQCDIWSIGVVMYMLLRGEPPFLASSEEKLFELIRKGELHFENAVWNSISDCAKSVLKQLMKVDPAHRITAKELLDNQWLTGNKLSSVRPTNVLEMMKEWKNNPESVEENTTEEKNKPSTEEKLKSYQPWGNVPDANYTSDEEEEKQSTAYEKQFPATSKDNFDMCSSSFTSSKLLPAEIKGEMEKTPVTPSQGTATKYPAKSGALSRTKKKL
The depositor's hits bear a star; i = inactive; / = no result given. This is a random part of the collection. About 1.5% of those tested had a hit in this group.

nr	smiles	CHT inh	CHT allo act	STK33 inh
1	CCCOc1ccccc1N1C(=O)CC(N(O)c2ccccc2)C1=O (stereo not given)	i	i	-0.9
2	CC1CCc2nc(NC(=O)c3ccc(N4C(=O)CCC4=O)cc3)sc2C1 (stereo not given)	i	i	1.9
3	CCCCC1S/C(=N/N=C/c2ccco2)NC1=O (stereo not given)	i	i	1.4
4	Cc1ccc(-c2nn(CC(=O)NC(C)c3ccccc3)c(=O)c3ccccc23)cc1 (stereo not given)	i	i	1.7
5	CC(=O)c1ccc(N2CCN(C(=O)Nc3ccc(Cl)cc3)CC2)cc1	i	i	-0.8
6	COCCNC(=O)C1CC(c2ccc([N+](=O)[O-])cc2)=NO1 (stereo not given)	i	i	-0.7
7	O=C(Nc1ccccc1)Nc1ccc(C(=O)N2CCOCC2)cc1	i	i	2.2
8	CCN(CC)C(=O)C1CCCN(Cc2ccc(N(C)C)cc2)C1 (stereo not given)	i	i	-1.2
9	CCOc1ccc(NC(=S)N2CCN(c3ccc(N4CCOCC4)nn3)CC2)cc1	i	i	-2.2
10	CC(O)CNCCCOc1ccc(Cl)cc1C(C)(C)C (stereo not given)	i	i	-0.1
11	C=C1c2cc(C)ccc2NC(=O)N1c1ccc(C)cc1	i	i	1.0
12	O=C(Nc1ccc(Cl)cc1)c1ccc(-n2cccn2)c([N+](=O)[O-])c1	i	i	0.4
13	COCCCNC(=O)CCn1c(=O)c2ccccc2n(CC(=O)NCCc2ccc(OC)c(OC)c2)c1=O	i	i	-0.9
14	CC(=O)c1ccc(N2CCN(C(=O)CCN3C(=S)NC(C)(C)CC3C)CC2)cc1 (stereo not given)	i	i	-0.9
15	Cc1ccc(/C=N/N2CCN(Cc3ccccc3)CC2)o1	i	i	-0.1
16	O=C(/C=C/c1ccccc1)Nc1ccc(CN2CCOCC2)cc1	i	i	-0.5
17	O=C(NCc1ccc2c(c1)OCO2)C1CCCN1C(=O)Nc1ccc(F)cc1 (stereo not given)	i	i	-0.1
18	O=C(CN1CCCCC1)N/N=C/c1ccc(Cl)cc1Cl	i	i	-1.7
19	O=C(CCNC(=O)c1ccc(Br)cc1)NCc1cccnc1	i	i	-1.6
20	COc1cccc(/C=C2\SC(=S)N(N3C(=O)CCCC3=O)C2=O)c1	i	i	0.0
21	Cc1c(C(=O)C(=O)NCc2cccs2)c2ccccc2n1C	i	i	-1.0
22	COC(=O)c1c(NC(=O)c2ccoc2C)sc2c1CCC2	i	i	/
23	Cc1cc(C)c(S(=O)(=O)NCC2CCC(C(=O)NCc3ccc4c(c3)OCO4)CC2)c(C)c1 (stereo not given)	i	i	0.0
24	CC(C)NC(=S)NNc1ncnc2sc3c(c12)CC(C)(C)OC3	i	i	-0.8
25	N#CCC(=O)Nc1ncc(Cc2ccccc2Cl)s1	i	i	-0.1
26	CCS(=O)(=O)Nc1cc(-c2nc3cccnc3s2)ccc1C	i	i	-0.6
27	C=CCn1c(SCC(=O)NC(=O)c2cccn2C)nc2ccccc2c1=O	i	i	0.3
28	CCOC(=O)CSc1nc2sccc2c(=O)[nH]1	i	i	-0.2
29	COc1ccc(CC(=O)NCc2nn(-c3ccccc3)nc2C)cc1OC	i	i	-3.5
30	N/C(=N\OC(=O)c1ccc2c(c1)OCO2)c1ccncc1	i	i	3.7

(cont.)
nr	smiles	CHT inh	CHT allo act	STK33 inh
31	CCOC(=O)C1(Cc2cccc(OC)c2)CCCN(S(=O)(=O)CC)C1 (stereo not given)	i	i	-1.9
32	CC(C)Cn1c(=O)c(CCC(=O)Nc2ccc(N3CCOCC3)cc2)nc2cc(Cl)ccc21	i	i	-1.2
33	COc1ccc(-c2nnc3ccc(SC)nn23)cc1	i	i	0.8
34	COc1ccc(-c2n[nH]c(=S)n2C2CCCCC2)cc1	i	i	-0.1
35	CCN(C(=O)CSc1nnc(C)n1-c1ccccc1)C1CCS(=O)(=O)C1 (stereo not given)	i	i	-0.9
36	CC1(C)Cc2c(sc3c2c(=O)n(-c2cccc(Cl)c2)c(=O)n3CC(N)=O)CO1	i	i	-0.6
37	COc1cccc(-c2nn(C)c3sc(C(=O)NCc4ccc(C)cc4)cc23)c1	i	i	-0.6
38	COC(=O)N/N=C(\C)c1ccc2ccccc2c1OC(F)F	i	i	-2.1
39	CCC(C)[C@@H](C(=O)Nc1ccc(OC)c(OC)c1)N1Cc2ccccc2C1=O (stereo not given in full)	i	i	0.0
40	Cn1c(=O)c2c(ncn2CC(O)CNc2ccc(Cl)cc2)n(C)c1=O (stereo not given)	i	i	-0.4
41	COc1cc(NC(=O)COc2ccc(-n3ccnc3)cc2)cc(OC)c1	i	i	0.8
42	COc1ccccc1-n1nnnc1SCC(=O)Nc1oc(C)c2c(C)n[nH]c(=O)c12	i	i	0.6
43	CCN1C(=O)/C(=c2\s/c(=C3\Sc4ccccc4N3C)c(=O)n2C)N(C)C1=S	i	i	-1.2
44	O=C1CN(C(=O)c2cccc([N+](=O)[O-])c2)CC(=O)N1	i	i	-1.0
45	CC(=O)C1=C(O)C(=O)N(CCc2ccccc2)C1c1ccccc1[N+](=O)[O-] (stereo not given)	i	i	1.1
46	COC(=O)/C(=N/Nc1cccc(C)c1)N1CCCc2ccccc21	i	i	-0.9
47	CCOc1cc(C(=O)N=c2sccn2C)ccc1OC(F)F	i	i	-0.4
48	COc1ccc(S(=O)(=O)N(C)C)cc1NC(=O)CCNC(=O)c1ccco1	i	i	0.2
49	Cc1nnc(SCC(C)C)[nH]c1=O	i	i	-1.0
50	O=C(CSC1=NS(=O)(=O)c2cc(F)ccc2N1)Nc1ccc(F)cc1	i	i	/
51	CCc1c(C)n2nc(C)cc2[nH]c1=O	i	i	-0.8
52	Cc1nc2nc(C)c(CCC(=O)NC(C)c3ccc4c(c3)OCCO4)c(C)n2n1 (stereo not given)	i	i	-0.2
53	CS(=O)(=O)N(CC(=O)NCCSCc1ccccc1Cl)c1ccc(F)cc1	i	i	0.3
54	COc1cccc(NC(=O)C2CC(=O)N/C(=N/NC(=O)c3ccc(C)cc3)S2)c1 (stereo not given)	i	i	-0.8
55	COc1cc(C(=O)Nc2ccc(S(=O)(=O)Nc3cc(C)nc(C)n3)cc2)cc(OC)c1OC	i	i	-3.7
56	COC(CNC(=O)c1ccc(N2CCc3ccccc32)c([N+](=O)[O-])c1)OC	i	i	-1.7
57	COc1ccc2[nH]c(C)c(CCN(Cc3cccs3)C(=S)Nc3cccc(F)c3)c2c1	i	i	-1.2
58	N#Cc1nc(COc2ccc(Cl)cc2Cl)oc1N1CCOCC1	i	i	0.0
59	O=C(Nc1ccc2c(c1)OCO2)N1CCN(S(=O)(=O)c2ccc(Cl)cc2)CC1	i	i	0.1
60	CCN(CC)C(=O)c1cc(Cl)ccc1NC(=O)c1ccco1	i	i	-1.9

Continuation.
nr	smiles	CHT inh	CHT allo act	STK33 inh
61	CCOc1cccc(-c2c(C(=O)N/N=C/c3ccc(Br)cc3)nnn2-c2nonc2N)c1	i	i	-1.2
62	COc1cccc(/C=N/NC(=S)NCc2ccco2)c1OC	i	i	0.0
63	Clc1ccccc1CN1CCC(Cc2ccccc2)CC1	i	i	-0.5
64	Cc1ccc(C(=O)NNC(=O)CSc2nnc(-c3ccccc3)n2Cc2ccccc2)cc1	i	i	-0.1
65	O=C(NCCC1CCCCN1S(=O)(=O)c1ccccc1)C(=O)NC1CCCC1 (stereo not given)	i	i	-1.1
66	CC(C)n1nccc1N(Cc1ccc(Cl)cc1)S(=O)(=O)c1ccccc1	i	i	0.6
67	O=C(CCc1nnc2ccc(NCc3ccc(F)cc3)nn12)NC1CCCC1	i	i	2.3
68	CC1(C(=O)NNC(=O)c2ccc([N+](=O)[O-])cc2)CC1(Br)Br (stereo not given)	i	i	1.5
69	O=C(NCc1cccnc1)c1cc(-c2ccccc2)on1	i	i	-0.7
70	NC(=O)C1CCN(C(=O)CSc2nc3ccccc3s2)CC1	i	i	-2.8
71	CC(C)CC(=O)Nc1ccc2c(c1)nc(CCN1CCCCC1)n2C	i	i	-0.3
72	O=S(=O)(NC1CC2CCC1C2)c1ccc(Cl)cc1 (stereo not given)	i	i	1.9
73	COc1ccc(C(C)=O)cc1CSc1nncn1C	i	i	-0.6
74	CC(=O)Nc1ccc(S(=O)(=O)NC2CCSc3ccccc32)cc1 (stereo not given)	i	i	-0.8
75	O=C(Nc1nnc(S(=O)(=O)Nc2ccccc2)s1)c1ccccc1Cl	i	i	-0.6
76	CC1CN(S(=O)(=O)c2cccc(C(F)(F)F)c2)CC(C)O1 (stereo not given)	i	i	-0.9
77	Cc1ccc(S(N)(=O)=O)cc1NC(=O)c1ccc2c3c(cccc13)CC2	i	i	1.1
78	Cc1ccc(C(=O)NCC2CCCO2)cc1[N+](=O)[O-] (stereo not given)	i	i	-0.7
79	COc1ccc(-c2cc(C(=O)N(C)CC(=O)Nc3ccccc3Br)c3ccccc3n2)cc1OC	i	i	0.1
80	COc1ccc(-c2nnc(SCC(=O)/C(C#N)=C(\C)N)o2)cc1	i	i	-0.8
81	Cc1c(C#N)sc(C(N)=O)c1C	i	i	2.4
82	COc1cccc(NC(=O)C(NCCC(C)C)c2ccccc2)c1 (stereo not given)	i	i	-1.6
83	COc1cccc(-c2nnc(SCC(=O)Nc3cc(C)ccc3OC)n2N)c1	i	i	-1.8
84	COc1cccc(NC(=O)CS(=O)(=O)c2cccc3nsnc23)c1	i	i	-0.4
85	COCCNC(=O)C(C)OC(=O)c1cc2occc2n1C (stereo not given)	i	i	-0.9
86	CCOc1ccc(/C=N/Nc2ccccc2)cc1	i	i	-1.1
87	O=C(CCC(=O)Nc1nnc(C2CCCCC2)s1)Nc1ccc(F)cc1	i	i	-0.2
88	Cn1cccc1/C=N\NC(=O)C1COc2ccc(C(C)(C)C)cc2O1 (stereo not given)	i	i	-0.2
89	CCOC(=O)c1ccccc1NC(=O)c1cn(CC)c2nc(C)ccc2c1=O	i	i	-1.8
90	CC(=O)N(Cc1ccccc1)c1c(N)nc(N)[nH]c1=O	i	i	-0.9

Part of the list above, showing only CHT inh.
item | Molecule | CHT inh
84 | COc1cccc(NC(=O)CS(=O)(=O)c2cccc3nsnc23)c1 | i
61 | CCOc1cccc(-c2c(C(=O)N/N=C/c3ccc(Br)cc3)nnn2-c2nonc2N)c1 | i
80 | COc1ccc(-c2nnc(SCC(=O)/C(C#N)=C(\C)N)o2)cc1 | i
70 | NC(=O)C1CCN(C(=O)CSc2nc3ccccc3s2)CC1 | i
72 | O=S(=O)(NC1CC2CCC1C2)c1ccc(Cl)cc1 (stereo not given) | i

(list continues)
nr	smiles	CHT inh	CHT allo act	STK33 inh
91	CCCc1ccc(Oc2cc(C)nc(N3CCOCC3)n2)cc1	i	i	-1.7
92	Cc1ccc(CNS(=O)(=O)c2ccc3c(c2)N(C)CCO3)cc1	i	i	-1.3
93	CC(C)OCCCNC(=O)C1CCC(=O)N1C1CCCC1 (stereo not given)	i	i	-1.0
94	Cc1ccc2nc(N3CCOCC3)c3nncn3c2c1	i	i	-1.0
95	CCOC(=O)c1c(/N=C/c2ccc(C)cc2O)sc2c1CCN(C)C2	i	i	0.7
96	Cc1ccc(NC(=S)N/N=C/c2c(C)nn(-c3ccccc3)c2N2CCCC2)cc1	i	i	-0.7
97	COC(=O)COc1ccc(S(=O)(=O)Nc2ccccc2C(=O)OC)cc1	i	i	-0.7
98	Cc1cc(NC(=O)COn2nnc3ccc(Cl)cc32)no1	i	i	-0.7
99	Cc1cc(C)n(-c2ccc(NC(=O)C3CCCCN3C(=O)c3ccc(C)s3)cc2)n1 (stereo not given)	i	i	-1.8
100	COc1cccc(OCc2cc(C(=O)N3CCN(C(C)=O)CC3)no2)c1	i	i	-0.2
101	O=C(NCC1OCCc2ccccc21)c1ccc(NC(=O)c2ccc(Cl)cc2)cc1 (stereo not given)	i	i	-1.4
102	COc1ccccc1CCC(=O)Nc1ccc2c(c1)CN(Cc1ccc(CO)o1)CC2	i	i	-0.1
103	Cc1cc(S(=O)(=O)NCc2cccnc2)ccc1F	i	i	0.1
104	COc1ccc(N2C(=O)C(C)C(Cc3ccc(C)cc3)C2=O)cc1 (stereo not given)	i	i	-0.7
105	CCOC(=O)N1CCN(C(=O)c2cn(C)c3ccc(S(=O)(=O)N4CCC(C)CC4)cc3c2=O)CC1	i	i	-1.7
106	COC(=O)c1c(C)[nH]c(C(=O)COC(=O)Cc2ccc3c(c2)OCCO3)c1C	i	i	0.4
107	COc1cc(OC)c(NC(=O)CCc2ccccc2)cc1Cl	i	i	-0.7
108	S=C(c1ccccc1)N1CCCC1	i	i	0.3
109	COc1ccc2c(c1OC)C(=O)OC2Nc1nc(-c2ccc(-c3ccccc3)cc2)cs1 (stereo not given)	i	i	-1.8
110	C[n+]1c2n(c3ccccc31)N=C(c1ccc(Br)cc1)CS2	i	i	-0.4
111	Cn1c(CNc2ccccn2)c(C#N)c2ccccc21	i	i	2.2
112	CC(/C=C/c1ccccc1)=N/NC(=O)c1cc([N+](=O)[O-])cc([N+](=O)[O-])c1	i	i	-0.3
113	Cc1nnc(SCC(=O)NNC(=O)c2ccco2)n1-c1ccccc1	i	i	-1.2

6 structures out of the list, sorted by count of non-hydrogen atoms, highest first.
nr	smiles	CHT inh	CHT allo act	STK33 inh
102	COc1ccccc1CCC(=O)Nc1ccc2c(c1)CN(Cc1ccc(CO)o1)CC2	i	i	-0.1
96	Cc1ccc(NC(=S)N/N=C/c2c(C)nn(-c3ccccc3)c2N2CCCC2)cc1	i	i	-0.7
95	CCOC(=O)c1c(/N=C/c2ccc(C)cc2O)sc2c1CCN(C)C2	i	i	0.7
91	CCCc1ccc(Oc2cc(C)nc(N3CCOCC3)n2)cc1	i	i	-1.7
110	C[n+]1c2n(c3ccccc31)N=C(c1ccc(Br)cc1)CS2	i	i	-0.4
108	S=C(c1ccccc1)N1CCCC1	i	i	0.3
